Assay outcomes as filed in PubChem BioAssay.
Gal4-VP16 FLuc = VP16 counterscreen qHTS for inhibitors of ROR gamma transcriptional activity; Drosophila S2 Gal4-VP16 UAS-luciferase, luminescence, 20 h; Potency, µM (doses to about 53.6 µM), inactives show top-dose activity, negative = inhibition, hits mostly inhibitors; 310,000 compounds, 3.5% hits; AID 2546, 2010;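 note: Gal4-VP16 expression switched on by copper sulfate through the metallothionein promoter; potency is the fitted concentration of half-maximal effect; % is set by controls: 0 for no effect and ±100 for the full control effect; nearly all actives have a fitted effect of over 50% in size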
Rab9 promoter act = qHTS Assay for Rab9 Promoter Activators. Huh7 Rab9 promoter-luciferase reporter, luminescence, 24 h. AID 485297, 2010. Potency, µM (doses to about 9.22 µM), inactives show at the highest dose activation, negative = inhibition, actives largely listed as activators. 320,000 compounds, 2.8% hits; note: potency is the fitted concentration of half-maximal effect; % of control where 0% means no effect; nearly all actives have a fitted effect of over 60% in size
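Promoter activation is measured as luciferase luminescence in Huh7 cells stably transfected with a Rab9 promoter–luciferase construct, following 24 h compound exposure at 37 °C and 10 min reagent incubation at ambient temperature.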
FLuc counter = qHTS profiling assay for firefly luciferase inhibitor/activator using purifed enzyme and Km concentrations of substrates (counterscreen for miR-21 project) | Potency, µM (series often up to 57.5 µM), without a hit: at the highest dose activity change, negative = inhibition, most hits filed as inhibitors | 360,000 compounds, 6.9% hits | purified FLuc, Km substrates, luminescence inhibition | AID 588342, 2011;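 note: potency is the fitted concentration of half-maximal effect; plate controls were vehicle for no effect and reference inhibitor for full effect; nearly all actives have a fitted effect of over 55% in size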
Target sequence (P08659 whole entry, looked up): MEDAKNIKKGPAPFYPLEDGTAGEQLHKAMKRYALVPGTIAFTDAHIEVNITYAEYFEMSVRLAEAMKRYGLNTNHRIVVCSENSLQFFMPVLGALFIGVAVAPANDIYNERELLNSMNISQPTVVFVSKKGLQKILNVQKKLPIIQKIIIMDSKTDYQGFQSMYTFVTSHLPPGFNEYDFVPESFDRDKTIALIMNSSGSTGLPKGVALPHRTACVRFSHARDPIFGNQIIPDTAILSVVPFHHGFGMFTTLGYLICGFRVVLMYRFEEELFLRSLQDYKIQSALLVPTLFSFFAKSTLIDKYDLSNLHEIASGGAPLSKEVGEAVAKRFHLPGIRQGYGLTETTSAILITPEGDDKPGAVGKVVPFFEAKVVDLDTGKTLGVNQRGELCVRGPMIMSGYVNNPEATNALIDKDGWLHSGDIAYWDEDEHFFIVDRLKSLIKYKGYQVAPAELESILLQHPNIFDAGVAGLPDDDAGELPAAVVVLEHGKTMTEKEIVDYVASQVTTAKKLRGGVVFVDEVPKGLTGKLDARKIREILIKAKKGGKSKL
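Purified P. pyralis luciferase, 10 nM final, with Km-level 10 uM D-luciferin and 10 uM ATP in 50 mM Tris acetate pH 7.5, 10 mM Mg acetate, 0.01% Tween-20, 0.05% BSA; 6-point qHTS titration about 60 µM downward; luminescence read.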
RORg inh = qHTS for inhibitors of ROR gamma transcriptional activity; 310,000 compounds, 5.4% hits; Potency, µM (highest dose often 53.6 µM), inactives show at the top dose activity change, negative = inhibition, actives largely listed as inhibitors; Nuclear receptor ROR-gamma (Mus musculus), P51450; Drosophila S2 Gal4-RORgamma UAS-luciferase reporter, 20 h; AID 2551, 2010; note: potency is the fitted concentration of half-maximal effect; % is set by controls: 0 for no effect and ±100 for the full control effect; nearly all actives have a fitted effect of over 60% in size
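Drosophila S2 cells stably expressing Gal4-DBD/mouse RORγ fusion under metallothionein promoter plus UAS-luciferase; compound 1 h, then 700 uM CuSO4 induction for 20 h at ambient temperature; inhibition read as reduced luminescence.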
Tb PFK block = qHTS Assay to Find Inhibitors of T. brucei phosphofructokinase; T. brucei PFK, ADP-Glo luminescence; Potency, µM (series often up to 57.5 µM), for the others: top-dose activity, negative = inhibition, most hits filed as inhibitors; 330,000 compounds, 0.17% hits; AID 485367, 2010;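 note: potency is the fitted concentration of half-maximal effect; 0% = uninhibited 1x PFK enzyme wells and -100% = no-enzyme wells; nearly all actives have a fitted effect of over 60% in size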
Target sequence (O15648 whole entry, looked up): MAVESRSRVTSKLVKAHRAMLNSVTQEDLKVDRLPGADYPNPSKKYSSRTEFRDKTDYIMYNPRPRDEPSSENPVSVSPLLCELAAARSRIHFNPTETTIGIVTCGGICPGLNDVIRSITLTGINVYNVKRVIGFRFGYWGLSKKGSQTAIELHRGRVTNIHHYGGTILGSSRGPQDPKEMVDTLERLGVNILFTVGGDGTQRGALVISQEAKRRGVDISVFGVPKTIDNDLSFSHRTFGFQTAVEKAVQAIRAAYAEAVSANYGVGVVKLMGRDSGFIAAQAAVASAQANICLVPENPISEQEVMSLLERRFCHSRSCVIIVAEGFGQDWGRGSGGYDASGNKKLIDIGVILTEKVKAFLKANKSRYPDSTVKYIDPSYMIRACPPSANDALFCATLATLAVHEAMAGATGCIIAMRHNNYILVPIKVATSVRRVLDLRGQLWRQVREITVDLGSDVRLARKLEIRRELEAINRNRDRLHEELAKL
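ADP-Glo luminescence quantified ADP after 45 min at room temperature, with 1.25 nM T. brucei PFK, 0.1 mM ATP and 0.5 mM fructose-6-phosphate in pH 8.0 TEA buffer. qHTS titrations up to 57 µM; curves classified by quality.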
KCNH2 3.1 block = qHTS for Inhibitors of KCHN2 3.1: Mutant qHTS; Potassium voltage-gated channel subfamily H member 2, brain isoform KCNH2 3.1 (human); U2OS KCNH2 3.1, thallium flux FluxOr; active compounds read low; activity change, % (tested at about 1.8 µM); 340,000 compounds, 0.95% hits; AID 720553, 2013;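 active = maximum activity change below -70%; inconclusive = maximum activity change from -70% to -50%; inactive = maximum activity change above -50%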;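 note: thallium influx rate constant from kinetic fluorescence after stimulation buffer; % is set by controls: 0 for no effect and ±100 for the full control effect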
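Steps: virus added to U2OS suspension (4 h, RT, dark); medium with 10% FBS added, cells plated, 37 C overnight; FluxOr/Red40 loading buffer 45 min RT; stimulation buffer, 2 min kinetic read; rate constant normalized.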
FBPA coupling cs = qHTS Assay for Inhibitors of Fructose-1,6-bisphosphate Aldolase from Giardia Lamblia: Coupling assay counterscreen; activity change, negative = inhibition, % at 58.2 µM, hits read low; 290,000 compounds, 0.67% hits; coupling enzyme system counterscreen, AmpLite Red fluorescence; in the data active = activity change below about -30%; note: % is set by controls: 0 for no effect and ±100 for the full control effect
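Final compound at 57.5 uM, incubated 10 min at RT with coupling enzyme reagent (glyceraldehyde-3-phosphate), then 20 min with substrate and AmpLite Red detection. Fluorescence read at 525/598 nm; tests interference with the coupling assay, not aldolase inhibition.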
ELG1 genotox = qHTS screen for small molecules that induce genotoxicity in human embryonic kidney (HEK293T) cells expressing luciferase-tagged ELG1. HEK293T ELG1-luciferase reporter, luminescence, 16 h. Potency, µM (top dose mostly 46 µM), inactives show at the top dose activity change, positive = activation, usual class: activators. 330,000 compounds, 1.3% hits; note: potency is the fitted concentration of half-maximal effect; % of control where 0% means no effect; nearly all actives have a fitted effect of over 60% in size
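16 hr compound incubation (37 °C, 5% CO2) of HEK293T cells carrying luciferase-tagged ELG1; luciferase then measured by ONE-Glo luminescence after 30 min at RT.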
Giardia killer = Small Molecules that selectively kill Giardia lamblia: qHTS; Giardia lamblia trophozoite viability; activity change, % at 7.66 µM, hits read low; AID 540267, 2011; 340,000 compounds, 0.15% hits; in the data active = activity change below about -80%; inconclusive = between about -30% and that limit;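 note: parasites exposed to compound for two days anaerobically before the ATP read; % is set by controls: 0 for no effect and ±100 for the full control effect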
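Trophozoite viability was measured as ATP-dependent luminescence, read 15-30 min after reagent addition. Before that, parasites at 100 cells/well were exposed to compounds for 48 h, anaerobically, at 37 deg C.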
uPA generation = qHTS for Inhibitors of Cell Surface uPA Generation; Potency, µM (top dose mostly 38.3 µM), for the others: at the highest dose activity change, negative = inhibition, usual class: inhibitors; 330,000 compounds, 0.31% hits; cell surface uPA generation assay, qHTS; active = well fitted inhibition curve with a large enough effect; inconclusive = small, poorly fitted or top-dose-only effect; inactive = no such curve, though single readings can be large or run the other way; tested in mouse RAW 264.7 cells; note: potency is the fitted concentration of half-maximal effect; % is set by controls: 0 for no effect and ±100 for the full control effect; nearly all actives have a fitted effect of over 55% in size
NPC1 prom act = qHTS Assay for NPC1 Promoter Activators | Huh7 NPC1 promoter luciferase reporter, 24 h | Potency, µM (series often up to 9.22 µM), inactives show at the highest dose activation, actives largely listed as activators | 320,000 compounds, 2.4% hits;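 note: potency is the fitted concentration of half-maximal effect; % of control where 0% means no effect; nearly all actives have a fitted effect of over 60% in size; reporter is driven by a mutant NPC1 promoter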
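Luminescence from an NPC1 promoter-driven luciferase reporter in stably transfected Huh7 cells was measured after 24 h compound treatment at 37 °C, followed by 10 min ambient incubation with luciferase detection reagent.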
* = called active by the depositor; ? = inconclusive; nt = not tested or not shown; & = joins results of further samples; [ ] = another dose, or the depositor's remark. Unless noted, calls come from the whole dose curve; as a rule, active = well fitted curve in the direction sought with a large enough effect; inconclusive = small, poorly fitted or top-dose-only effect, or another doubt; inactive = no such curve, though single readings can be large; an effect the other way counts as inactive or inconclusive.

SMILES	Gal4-VP16 FLuc	Rab9 promoter act	FLuc counter	RORg inh	Tb PFK block	KCNH2 3.1 block	FBPA coupling cs	ELG1 genotox	Giardia killer	uPA generation	NPC1 prom act
COc1cc(NC(=O)c2ccc(C)cc2)ccc1NC(=O)c1cc2ccccc2o1	0%	-8%	0%&1%	-9%	0%	-24	-1	10%	9	12%	-6%
COc1cc2c(cc1OC)CN(C(=O)CSc1nc3[nH]ncc3c(=O)n1-c1ccccc1)CC2	7%	-6%	-1%	18%	-6%	10	-3	-1%	-1	17%	-2%
Cc1ccc(-c2nnn(CC(=O)N(c3ccc(F)cc3)C(C(=O)NC3CCCC3)c3ccco3)n2)o1 (stereo unspecified)	?	4%	4%	20%	2%	1	0	8%	5	nt	-2%
COc1cc(C(=O)OCCc2c(C)nc3nc[nH]n3c2=O)cc(OC)c1OC	3%	-2%	-2%	-16%	-4%	5	6	-2%	15	-2%	-1%
O=C(COC(=O)CCSc1ccccc1Cl)Nc1ccc(F)cc1F	-8%	-1%	3%	-8%	8%	7	-1	-2%	3	4%	-2%
C=CCNCCOc1ccc(C)cc1[N+](=O)[O-]	-6%	-7%	2%	0%	-5%	-4	5	-1%	-10	4%	-1%
CCOC(=O)c1ccc(Nc2nc(N3CCOCC3)nc(N3CCOCC3)n2)cc1	-7%	-10%	2%	-4%	-1%	7	-1	5%	-12	8%	-6%
C=CCc1c(C)c(C#N)c2nc3ccccc3n2c1NCCN(C)C	1%	5%	2%	0%	1%	-2	0	-1%	-3	4%	-1%
CCCN(C(=O)CSc1nc2cc(S(=O)(=O)N(CC)CC)ccc2o1)C1CCS(=O)(=O)C1 (stereo unspecified)	nt	0%	1%	nt	-1%	-10	nt	0%	30[activator]	-4%	4%
COc1ccc(Cn2nnnc2C(c2ccc(F)cc2)N2CCN(C3CCCC3)CC2)cc1 (stereo unspecified)	1%	-4%	14%	?	1%	-37	1	0%	5	-7%	-1%
CC(C)(C)C(=O)NNC(=O)c1cc(C(C)(C)C)nn1Cc1ccccc1	-8%	7%	2%	21%	-8%	-9	2	-4%	18	-3%	2%
COCCN(C(=O)c1cc2c(s1)CCCCC2)c1c(N)n(CC(C)C)c(=O)[nH]c1=O	nt	8%	-15%	nt	-1%	-1	nt	-2%	-3	-1%	4%
Cc1ccc(NC(=S)N(CCCN2CCCC(C)C2)Cc2ccco2)cc1C (stereo unspecified)	9%	8%	2%	?	-1%	-12	2	-2%	-18	0%	-4%
Cc1cc(Cl)ccc1OCC(=O)N1C(C)CCCC1C (stereo unspecified)	?	7%	-14%	-34%	-4%	-17	8	?	-2	nt	13%
O=C(Nc1ccc(NC(=O)c2ccccc2Cl)nc1)c1ccco1	30%	?	?	42%	1%	13	3	11%	2	1%	-28%
COc1ccc(CCNCC(O)COc2cccc(C(C)=O)c2)cc1OC (stereo unspecified)	2%	-7%	1%	-2%	-20%	-8	0	-1%	-15	0%	0%
O=S(=O)(NCC1CCCO1)c1ccc(-c2ccc(S(=O)(=O)NCC3CCCO3)cc2)cc1 (stereo unspecified)	5.6µM*	-32%[inhibitor]	-1%	4.5µM*	2%	-3	3	10%	6	-11%	-30%
Cc1cc(C)nc(NNC(=O)c2ccccc2O)n1	3%	-4%	-14%	11µM*	1%	-25	1	-4%	3	-9%	-1%
COc1cc(OC)cc(C(=O)N[C@H](C(=O)OCC(=O)c2ccc(C)c([N+](=O)[O-])c2)C(C)C)c1	nt	nt	nt	nt	1%	-12	nt	1%	11	3%	nt
Cc1ccc(N2CC(NC(=O)C3CC3)CC2=O)cc1 (stereo unspecified)	nt	0%	0%	nt	-2%	-7	nt	3%	14	-6%	-4%
Cc1c(Cc2ccccc2)c(=O)oc2c(C)c(OCC(=O)Nc3ccc(C#N)cc3)ccc12	-11%	0%	2%	38%	4%	-21	-2	?	-11	8%	-4%
COc1ccc(OCC(=O)Nc2ccc(S(=O)(=O)N(C)c3ccccc3)cc2)cc1	nt	0%	4%	nt	7%	-4	0	1%	-1	-5%	9%
O=C(Nc1ccccc1)OCC(CN1CCCCC1)OC(=O)Nc1ccccc1 (stereo unspecified)	-2%	-3%	4%	9%	-3%	-25	1	5%	-1	16%	-1%
CC(=O)Nc1ccc(S(=O)(=O)NCC(=O)N2CCN(S(=O)(=O)c3cccs3)CC2)cc1	nt	-1%	0%	nt	0%	-101*	nt	0%	-6	6%	-6%
COCC(=O)Nc1ccc(C(=O)Nc2ccccc2Cl)cc1	2%	?	-20%	-3%	2%	nt	-1	?	nt	nt	19%
COc1ccc(Nc2ncnc3sccc23)c(OC)c1	2%	-4%	?	-12%	6%	7	-1	10%	20	0%	-2%
CCc1cc2c(=O)c(-c3ccc4c(c3)OCCO4)coc2cc1OS(C)(=O)=O	-14%	3.5µM*	4.8µM*	?	7%	-8	-6	7%	-3	13%	2.8µM*
Cc1cc(Br)ccc1NC(=O)CSc1nnc(CN2CCOCC2)n1C	-1%	-5%	-1%	-33%	1%	19	0	-4%	19	0%	-1%
COc1ccc(/C=C/c2c([N+](=O)[O-])c(=O)n(C)c(=O)n2C)cc1O	-9%	-1%	-11%	-12%	-5%	-7	1	-8%	-6	-13%	-2%
O=C(NCC1CCCN1S(=O)(=O)c1cccs1)c1ccc(F)c(F)c1 (stereo unspecified)	nt	0%	6%	nt	1%	2	nt	-3%	-3	-4%	-9%
COc1ccccc1N1CCN(C2=NS(=O)(=O)c3ccccc32)CC1	-1%	-4%	-5%	-6%	-8%	-15	5	3%	-8	0%	3%
CC(C)[C@H](NC(=O)c1ccccc1)C(=O)OCC(=O)Nc1ccc2c(c1)OCCO2	-8%	-2%	?	?	8%	3	1	2%	33[activator]	2%	1%
CC(C)(C)C(=O)c1sc2nc(-c3cccs3)cc(C(F)(F)F)c2c1N	-9%	-1%	-14%	10µM*	-5%	-13	0	-9%	2	-2%	7%
O=C(COc1ccc(Cl)cc1Cl)NCc1ccco1	-18%	?	24µM*	?	0%	2	-3	?	0	0%	25%
CCC1(c2ccccc2)NC(=O)N(CC(=O)Nc2cccc(C#N)c2)C1=O (stereo unspecified)	-5%	-5%	4%	15%	-2%	-5	2	-3%	8	nt	2%
O=c1[nH]c2ccccc2c(=O)n1CCCO	-1%	19%	-2%	-15%	1%	-1	2	4%	-6	nt	2%
O=C1OC(c2ccccc2)c2ccccc21 (stereo unspecified)	-1%	0%	-4%	17%	-2%	9	-1	1%	-8	1%	4%
O=C(N/N=C/c1ccc(OC(F)F)cc1OC(F)F)NC1CCCCC1	-8%	-4%	-10%	?	2%	-3	-6	-15%	10	-1%	4%
Cc1c(NC(=O)c2ccco2)cccc1C(=O)NN1C(=O)c2ccccc2C1=O	15%	-3%	-14%	-21%	5%	-10	7	5%	11	4%	-2%
CCn1cc(CCCC(=O)NCc2cccc(OC)c2)c2ccccc21	-8%	-2%	2%	-17%	-3%	58	0	-3%	-3	-22%	-4%
COc1ccc(C2CC(=O)C(C=NCCN3CCN(C(C)=O)CC3)=C(O)C2)cc1 (stereo unspecified)	28%	1%	2%	34%	11%	5	0	4%	-13	-9%	-4%
COc1cccc(C(=O)NNC(=O)CCN2CCN(c3ccccc3)CC2)c1	nt	nt	nt	nt	15%	14	nt	4%	5	-1%	nt
Cc1cccc(NC(=O)c2nc[nH]c2C(=O)N2CCN(C(=O)OC(C)(C)C)CC2)c1	nt	-2%	-3%	nt	0%	18	nt	-4%	-13	9%	0%
CC(C)c1ccc(C2(O)C(=O)Nc3cc(Br)ccc32)c(O)c1 (stereo unspecified)	-1%	-2%	1%	18%	-3%	14	-3	-3%	6	-2%	-6%
O=C(OCC(=O)C12CC3CC(CC(C3)C1)C2)c1cccnc1Cl	3%	-1%	17µM*	-7%	-5%	32	-1	0%	-11	-1%	-5%
Cc1cc(NN)nc(NS(=O)(=O)c2ccccc2Cl)n1	7%	-12%	-1%	-43%	22%	4	-2	0%	-5	20%	-5%
